Assay outcomes deposited in PubChem BioAssay by several laboratories.
INS promoter inh: inhibitors of insulin promoter-driven GFP, primary screen, imaging, TRM-6 cells (human fetal islet line), eGFP reporter, cell count; reporter expression induced with tamoxifen; inhibition, % at 2 µM; hit rate 0.9% among 130,000;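 active = inhibition above the mean plus 3 SD, with well images judged a real hit on visual review, cut at about 60% in these data, passing the limit was not always enough; inconclusive = inhibition over the cutoff but images rejected on review; inactive = inhibition not above the cutoff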
SDO1 yeast rescue: growth rescue of sdo1-depleted yeast, primary screen, S. cerevisiae, bone marrow failure model; S. cerevisiae sdo1-depleted JHY4D growth rescue, OD600 30 h; hits give high values; pdr5 snq2 efflux-pump mutant strain; hit rate 0.21% among 140,000; z-score at 10 µM;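 active = z-score above 3 at both the 24 hr and the 30 hr optical density reads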;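 also: z-score against mean and SD of all compound wells on the same plate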
SDO1 yeast rescue Rescue 24 h: further read-out of SDO1 yeast rescue, marked with its call; z-score; S. cerevisiae sdo1-depleted JHY4D growth rescue, OD600; measured here: growth rescue at 24 h;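 0 is the plate mean of compound wells and units are plate SD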
The depositor's hits bear a star; ? = inconclusive; . = not tested or not shown.

Under each structure: INS promoter inh, SDO1 yeast rescue, SDO1 yeast rescue Rescue 24 h
> COCC(=O)Nc1cc(Cl)ccc1C(F)(F)F
 : 22, ., .
> C=CCCC(=O)Nc1ccc(COC(=O)N2CCOCC2)cc1
 : -6, 0.85, 1.2
> O=C1OC(Nc2ccccn2)c2ccccc21 (stereo not given)
 : 15, 0.12, -1.1
> CCOc1ccc(NC(=O)CSC2=NCCN2)cc1
 : 0, 0.43, 0.05
> COc1cc(/C=C2\SC(=S)N(Nc3ncc(C(F)(F)F)cc3Cl)C2=O)ccc1O
 : 49, -2.7, -1.9
> CCNc1nc(NCC)n2c(SC(C)C(=O)c3ccc(C)cc3)nnc2n1 (stereo not given)
 : ., 0.43, -0.04
> C/C(CCc1ccccc1)=N\NC(=O)c1ccccc1[N+](=O)[O-]
 : -8, 0.4, 0.2
> O=C1c2ccccc2C(O)N1c1cccnc1 (stereo not given)
 : ., 1.1, 1
> O=C(Cn1cnc([N+](=O)[O-])n1)N/N=C/c1ccccc1O
 : 43, 1.4, 0.13
> O=C(Nc1ccc(N2CCCC(O)C2)cc1)c1snc2c(=O)[nH]cnc12 (stereo not given)
 : ., 1.3, 1.7
> CS(=O)(=O)c1nc(-c2ccccc2)c(-c2ccccc2)[nH]1
 : 44, -0.79, -0.65
> Cc1nn(-c2ccccc2)c(Cl)c1/C=C1\SC(=S)N(C)C1=O
 : -36, -1.1, -0.63
> O=C(Cc1n[nH]c(=O)[nH]c1=O)N/N=C/c1cccc(O)c1
 : 21, 1.5, 1.9
> COc1cc(CN(C2CCCCC2)S(=O)(=O)c2ccc(S(=O)(=O)N(C)C3CCCCC3)cc2)cc(OC)c1OC
 : 11, -0.9, -1.1
> Cc1ccc(Cn2c(CN3CC(C)OC(C)C3)nc3c2c(=O)[nH]c(=O)n3C)cc1 (stereo not given)
 : ., -0.04, -1
> O=C(CCS(=O)(=O)c1ccc(Br)cc1)Nc1ccccn1
 : 10, 1.4, 1.1
> O=C(Nc1ccc(O)c(-c2nc3ccccc3s2)c1)C1=COCCO1
 : 13, -0.6, -0.7
> N#C/C(=C\c1ccc(O)c(Br)c1)C(=O)NCc1ccccc1
 : -32, ., .
> CC1CCCCC1NC(=O)CN1CCN(Cc2ccccc2Cl)C1=O (stereo not given)
 : -19, -0.81, -1.1
> Cn1c(CCNC(=O)c2ccco2)nc2cc(NC(=O)c3ccco3)ccc21
 : 18, 0.96, 0.96

Gathered by group: those above containing an aryl methoxy group
Under each structure: INS promoter inh, SDO1 yeast rescue, SDO1 yeast rescue Rescue 24 h
> COc1cc(/C=C2\SC(=S)N(Nc3ncc(C(F)(F)F)cc3Cl)C2=O)ccc1O
 : 49, -2.7, -1.9
> COc1cc(CN(C2CCCCC2)S(=O)(=O)c2ccc(S(=O)(=O)N(C)C3CCCCC3)cc2)cc(OC)c1OC
 : 11, -0.9, -1.1

More entries
Under each structure: INS promoter inh, SDO1 yeast rescue, SDO1 yeast rescue Rescue 24 h
> CCOc1ccccc1NC(=O)CN(c1ccc(C)cc1)S(=O)(=O)c1c(C)noc1C
 : -38, -1.3, -0.65
> c1ccc2c(c1)ncn2Cc1nnc2sc(-c3ccncc3)nn12
 : ., -0.34, -0.73
> Cc1ccc(NC(=O)c2c(Cl)n(C)c3ccccc23)cc1
 : 16, -0.86, -0.52
> Cc1cc(C)nc(NC(=O)Nc2ccc3c(c2)OCO3)c1
 : 20, ., .
> O=C1c2ccccc2-c2cccc(NS(=O)(=O)c3ccc(C(F)(F)F)cc3)c21
 : -46, -1.3, -0.54
> COc1cc(C2SCC(=O)N2CCCN(C)C)cc(OC)c1OC (stereo not given)
 : -13, 1.8, 1.9
> Cc1noc(C)c1COc1ccc(C(=O)OCC(=O)Nc2cccc(S(=O)(=O)N3CCOCC3)c2)cc1
 : 29, 0.28, 0.74
> COc1ccccc1C(=O)N1c2ccccc2Sc2ccccc21
 : -38, -0.44, 0.13
> CCOC(=O)c1ccc(Oc2nc(SC)nc(N(C)C)n2)cc1
 : 18, -0.96, -0.44
> O=C(O)c1cc(S(=O)(=O)N2CCCCCC2)ccc1Cl
 : ., -0.08, -0.09
> CCOC(=O)C1=C(N)N(c2ccc(C)cc2)C2=C(C(=O)CCC2)C1c1cccs1 (stereo not given)
 : 14, -0.74, -0.52
> Cc1ccc(C2=CC(c3cccs3)n3nnnc3N2)cc1 (stereo not given)
 : 38, -1.5, -0.17
> COc1cccc2cc(NC(=O)C3CCCCC3)c(=O)oc12
 : 45, 0.43, 0.67
> COC(=O)c1ccc(Oc2c(C)oc3c(CN4CCN(C)CC4)c(O)ccc3c2=O)cc1
 : 38, -0.15, -0.27
> COc1ccc(NC(=O)c2cc(-c3ccccc3)nc3c2c(C)nn3-c2ccccc2)c(OC)c1
 : 34, -1.1, -0.9
> CCN(CC)CCCNC(=O)Cn1nc([N+](=O)[O-])c(Cl)c1C
 : 36, ., .
> Cc1cccc(C(=O)N2CCc3cc(-c4nc(NC(=O)Cn5nnc6ccccc6c5=O)sc4C)ccc32)c1
 : ., 0.74, 2.1
> COC(=O)Nc1nc2c(s1)CCCC2
 : ., 0.77, 0.18
> O=C(Nc1cccc(S(=O)(=O)NC2=NCCCCC2)c1)C1COc2ccccc2O1 (stereo not given)
 : 22, ., .
> COc1ccc(O[C@H]2C=C[C@@H](c3ccccc3)O[C@@H]2COC(=O)CC/C(C)=N/O[C@H](C)c2cn([C@@H]3COC[C@H]3O)nn2)cc1
 : -65, 0.69, 0.49

Reformatted with each value named: entries from further up
O=C(Nc1ccc(O)c(-c2nc3ccccc3s2)c1)C1=COCCO1
- INS promoter inh: 13
- SDO1 yeast rescue: -0.6
- SDO1 yeast rescue Rescue 24 h: -0.7

COc1ccc(O[C@H]2C=C[C@@H](c3ccccc3)O[C@@H]2COC(=O)CC/C(C)=N/O[C@H](C)c2cn([C@@H]3COC[C@H]3O)nn2)cc1
- INS promoter inh: -65
- SDO1 yeast rescue: 0.69
- SDO1 yeast rescue Rescue 24 h: 0.49

The list continues.
SMILES	INS promoter inh	SDO1 yeast rescue	SDO1 yeast rescue Rescue 24 h
O=C1CCCC2=C1C(c1ccsc1)CC(=O)N2c1nnc(SCc2ccccc2)s1 (stereo not given)	.	-1.7	-1.6
COc1cccc(NC(=O)C2CC(=O)n3cnnc3S2)c1 (stereo not given)	-29	-0.4	-0.55
CC(C)CNS(=O)(=O)c1ccc(CCC(=O)Nc2cc(Cl)ccc2Oc2ccccc2)cc1	-19	-0.26	0.85
COCCN(C(=S)Nc1cccc(C)c1)C(C)c1cccs1 (stereo not given)	-20	-0.94	-0.8
CCCCn1c(N)c(N(CCOC)C(=O)CCc2ccc(OC)cc2)c(=O)[nH]c1=O	.	1.2	0.38
CCN(CC)S(=O)(=O)c1ccc(NC(=O)c2cc(-c3ccccc3)nc3ccccc23)cc1	.	0.33	0.72
Cn1c2c(c(=O)n(C)c1=O)C(NC(=O)c1ccco1)(C(F)(F)F)C(=O)N2 (stereo not given)	.	0.52	0.14
CC(C)C(NS(=O)(=O)c1cccs1)C(=O)N(C)Cc1ccccc1 (stereo not given)	-48	-1.8	-1.6
Cc1ccc(NC2=C(NC(=O)c3ccccc3)C(=O)c3ccccc3C2=O)cc1Cl	.	-0.77	-0.18
O=C(O)C1=C(C(=O)Nc2cccc(C(F)(F)F)c2)CCCC1	-7	.	.
COc1ccccc1N=c1oc2cc(O)ccc2cc1C(N)=O	.	0.61	0.6
O=C(Nc1ccc2snnc2c1)N1CCSCC1	15	-0.26	-0.95
CCOC(=O)c1c(C)[nH]c2c1-c1ccccc1C(=O)C2=O	-74	-0.99	-0.31
CN(C)CC/C=C1\c2ccccc2Sc2ccc(Cl)cc21	41	-0.99	-1.4
Cc1cccc(NC(=O)CSc2nc(-c3ccccc3)c(C#N)c(=O)[nH]2)c1C	.	1.8	2.1
O=C(Cc1c(O)c2ccccc2[nH]c1=O)NCc1ccccc1F	-54	0.37	-0.37
Cc1cc(NC(=O)c2c(Cl)c(C)nn2C)no1	25	-0.79	-0.62
COC(=O)c1ccc(NC(=S)NN2CCOCC2)cc1	-67	.	.
CCOC(=O)C1=C(OCc2ccc(Cl)cc2)C2C=C(C)C=CC2N=C1 (stereo not given)	61	-1	-0.8
O=c1oc2ccccc2cc1-c1nnc(NCc2ccco2)s1	40	-0.94	-0.33
CCCCCC(=O)N/N=C(\C)c1ccccn1	27	1	1.3
COc1ccc(S(=O)(=O)Nc2ccc(S(=O)(=O)N3CCOCC3)cc2)cc1C	-5	-0.29	0.35
COc1ccc(C(=O)N=c2nc3ccccn3s2)cc1	.	1.9	3.9
Cc1ccc(S(=O)(=O)N2CCN(c3c([N+](=O)[O-])cc(C(F)(F)F)cc3[N+](=O)[O-])CC2)cc1	-22	-0.56	0.72
COc1ccc(Nc2nc(NC(C)(C)C)nc(N3CCCC3)n2)c(OC)c1	-243	-2.4	-1.8
O=c1c2cc3c(=O)n(CC4CCCO4)c(=O)c3cc2c(=O)n1CC1CCCO1 (stereo not given)	14	-0.03	-0.35
Cc1noc(C)c1COC(=O)c1ccc(N(C)C)cc1	35	.	.
O=C(CSCc1ccc(F)cc1)N1CCOCC1	-10	1.4	1.8
CC(=O)Nc1ccc(Oc2nc(C)cc(C)n2)cc1	47	-0.55	-0.89
O=C(CSc1nc2ccccc2c(=O)[nH]1)Nc1ccc(S(=O)(=O)N2CCCC2)cc1	.	0.85	0.82

In the list so far, these contain a furan ring, fused or not.
SMILES	INS promoter inh	SDO1 yeast rescue	SDO1 yeast rescue Rescue 24 h
Cn1c(CCNC(=O)c2ccco2)nc2cc(NC(=O)c3ccco3)ccc21	18	0.96	0.96
Cn1c2c(c(=O)n(C)c1=O)C(NC(=O)c1ccco1)(C(F)(F)F)C(=O)N2 (stereo not given)	.	0.52	0.14
O=c1oc2ccccc2cc1-c1nnc(NCc2ccco2)s1	40	-0.94	-0.33

Remaining list, next part:
SMILES	INS promoter inh	SDO1 yeast rescue	SDO1 yeast rescue Rescue 24 h
Cc1nnc2ccc(N3CCC4(CC3)OCCO4)nn12	19	0.73	0.63
CC(C)C(=O)NC(Nc1cccc2cccnc12)C(Cl)(Cl)Cl (stereo not given)	.	-1	-0.67
O=C(O)C1[C@H]2C(=O)N(C3CCCC3)C[C@]23C=C[C@H]1O3 (stereo not given in full)	0	0.75	0.4
COc1ccccc1NC(=O)c1nc[nH]c1C(=O)Nc1ccccc1OC	-50	-0.1	0.49
COCCNC(=O)c1onc(CSc2ccc(F)c(F)c2)c1C(=O)O	.	1.6	1.3
CC12CC(NC(=O)N1c1cccc(C(=O)N3CCN(c4ccccn4)CC3)c1)c1ccccc1O2 (stereo not given)	-14	0.74	0.42
O=C1OC(N2CCN(C/C=C/c3ccccc3)CC2)c2ccccc21 (stereo not given)	83*	1.6	1.9
O=C(c1ccccc1Nc1ccc(SC(F)F)cc1)N1CCCCCC1	0	-0.88	1.6
CC(Sc1nc2cc(Cl)ccc2s1)C(=O)Nc1ccc2c(c1)OCO2 (stereo not given)	.	-1.3	-1.3
O=C(COc1cccnc1[N+](=O)[O-])N1CCN(S(=O)(=O)c2ccccc2)CC1	-30	2.2	2
O=C(/C=C/c1ccc(Cl)cc1Cl)NC(=S)Nc1ccc(CN2CCOCC2)cc1	-4	-1.5	-0.6
CC1=NOC2(C1)/C(=N/O)CCC/C2=N\O (stereo not given)	16	0.27	-0.13
CCN1CCCC1CNC(=O)c1cc2c(C)nc3ccccc3c2o1 (stereo not given)	39	0.19	-0.08
Cc1cccc(NC(=O)c2cc(=O)c3ccccc3o2)n1	-17	-0.06	-0.78
O=Cc1cn(CC(=O)NCC2CCCO2)c2ccccc12 (stereo not given)	-235	-0.18	-0.59
O=C(CSc1nc2ncc(Cl)cc2[nH]1)NCCc1ccc(F)cc1	-157	.	.
Cn1cccc1/C=N/NC(=O)c1ccn[nH]1	?	0.97	0.81
CCN1C(=O)CC(NNC(=O)c2ccc(Cl)cc2)C1=O (stereo not given)	25	0.14	-0.15
C=CCOc1ccc(/C=N/NC(=O)C(C)Sc2ccccn2)cc1OC (stereo not given)	37	0.12	0.13
Cc1nc(NC(=O)c2ccccc2)sc1-c1csc(Nc2ccc(Cl)cc2)n1	-13	-1.4	-0.93
O=C(N1CCN(c2ccccn2)CC1)N1c2ccccc2Sc2ccccc21	.	-2	-1.7
CC(C)NC(=O)c1ccc2c(c1)N(CC(=O)N1CCOCC1)C(=O)C(C)(C)O2	-14	0.68	-0.43
COC(=O)c1cccc(NC(=O)CSc2nnc(COc3ccccc3)n2C)c1	32	1.4	1.4
CC(=O)NC(C)c1nc2ccccc2n1Cc1ccccc1F (stereo not given)	-13	1.3	1.2
O=C(Nc1nnc(-c2ccc3c(c2)CCCC3)o1)c1ccc(Cl)cc1Cl	.	-2.8	-1.5
COc1cc(/C=C\C(=O)OCn2nnc3ccccc3c2=O)cc(OC)c1OC	29	.	.
COC(=O)c1ccc(C(=O)OC)c(NC(=S)N2CCCCC2)c1	.	-0.34	-0.38
O=C(CN1CCN(C2CCCCC2)CC1)Nc1ccccc1N1CCCCC1	25	0.16	0.03
O=C(Nc1nc(-c2ccc(-c3ccccc3)cc2)cs1)C1=COCCO1	.	-0.94	-0.8
Cc1cc2cc(CN(CCCN3CCOCC3)C(=O)NC3CCCCC3)c(=O)[nH]c2cc1C	-43	2	1.8
Cc1ccc(O)c(C2=NCCNC(C(F)(F)C(F)F)=C2)c1	4	0.58	0.03
Cc1cc(C)n(-c2nc3c(c(=O)[nH]c(=O)n3C)n2CCc2ccccc2)n1	.	-1.2	-0.95

The list is partial; rates above refer to the full screens.
